LANA DNA inh – inhibitors of KSHV C-LANA binding to DNA, primary screen, biochemical, fluorescence polarization, FAM-LBS DNA, MBP-C-LANA, single point; inhibition, % at 9 µM; AID 504423, 2011; 0.078% of 340,000 active; Kaposi's sarcoma herpesvirus LANA C-terminal domain (residues 932-1162) DNA binding;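 active = highest replicate inhibition at or above 60% at 9 µM, even if other replicates fall short; inactive = all replicates below 60% inhibition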;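 also: 0% = neutral control wells and 100% = 4 µM acridine orange control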
Cardiac RTF inh – cardiac RTF calcium sensitivity inhibitors, primary screen, biochemical, IANBD-TnC fluorescence, EC70 calcium. 0.12% of 340,000 active. inhibition, % at 7.15 µM. IANBD-labeled cardiac RTF, Ca2+ fluorescence. Troponin I, cardiac muscle (Homo sapiens) + Troponin T, cardiac muscle (Homo sapiens) + …. AID 493244, 2011;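 active = inhibition above the mean inhibition of all tested compounds plus 3 SD, cut at about 17% in these data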;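 also: assay run at fixed EC70 calcium of 1.6 mM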
MOR-DOR ag – agonists of OPRM1-OPRD1 heterodimerization, primary screen, cell-based, luminescence; Mu-type opioid receptor (Homo sapiens) + Delta-type opioid receptor (Homo sapiens), …; activation, % at 9.3 µM; 0.3% of 340,000 active; cells; in the data active = activation above about 18%;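 also: 0% = vehicle-treated cells and 100% = reference agonist; values of inactives mirror those of a sister screen read the other way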
HTR5A inv ctr – HTR5A inverse agonists in luminescence cell assay, primary screen, counter-screen for OPRM1-OPRD1 heterodimer inverse agonist project, full-deck HTS; 5-hydroxytryptamine receptor 5A (Homo sapiens), P47898; HTR5A cell line, inverse agonism; 0.083% of 340,000 active; AID 504634, 2011; inhibition, % at 9.3 µM; in the data active = inhibition mostly above about 23%, no sharp cut-off; inactive = mostly below about 18%;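 also: 0% = cells with DMSO and 100% = no-cell wells with DMSO; some compounds called inactive have numbers as strong as hits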
Target sequence (P47898 whole entry, looked up): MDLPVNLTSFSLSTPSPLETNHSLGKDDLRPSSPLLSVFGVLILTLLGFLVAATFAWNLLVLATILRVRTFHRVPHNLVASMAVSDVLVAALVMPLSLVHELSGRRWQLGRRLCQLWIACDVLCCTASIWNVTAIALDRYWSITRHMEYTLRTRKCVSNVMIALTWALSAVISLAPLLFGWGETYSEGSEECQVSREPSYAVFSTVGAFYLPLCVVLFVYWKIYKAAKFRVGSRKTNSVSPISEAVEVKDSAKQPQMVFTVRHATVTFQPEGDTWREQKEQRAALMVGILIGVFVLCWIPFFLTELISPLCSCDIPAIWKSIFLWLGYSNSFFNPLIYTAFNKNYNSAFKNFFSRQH
CAL PDZ FP – untagged CAL PDZ binding inhibitors, primary screen, biochemical, fluorescence polarization, HTS. purified CAL PDZ, TMR-peptide fluorescence polarization, 1 h. 0.92% of 300,000 active. inhibition, % at 24.9 µM;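 active = mean inhibition of at least 30% with at least half of replicates also reaching 30%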;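 also: 0% = DMSO neutral control and 100% = excess unlabeled competitor peptide PRC23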
RTF Ca sens act – cardiac RTF calcium sensitivity activators, primary screen, biochemical, IANBD-TnC fluorescence, EC20 calcium. 0.24% of 340,000 active. activation, % at 7.2 µM. IANBD-labeled TnC RTF fluorescence at EC20 calcium; 0% EC20 calcium, 100% full calcium;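 active = activation above the mean over all tested compounds plus 3 SD, cut at about 30% in these data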;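 also: rise in fluorescence read as greater calcium sensitivity of cardiac thin filaments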
V-ATPase pHluor – regulators of yeast V-ATPase proton pumping, primary screen, pHLuorin cytosolic pH fluorescence; 0.37% of 350,000 active; response, % at 10 µM; AID 504577, 2011; S. cerevisiae; in the data active = response mostly above about 7.3%, no sharp cut-off; inactive = mostly below about 5.4%; also: actives read high; inactives centre near 0; some compounds called inactive have numbers as strong as hits; reference of the scale not given here
Keap1-Nrf2 PPI – Keap1-Nrf2 protein-protein interaction inhibitors, primary screen, biochemical, fluorescence polarization, single point; Kelch-like ECH-associated protein 1 (Homo sapiens), Q14145; Keap1 Kelch-Nrf2 peptide fluorescence polarization, 1536-well; inhibition, % at 9.4 µM; 0.15% of 340,000 active; AID 504523, 2011; in the data active = inhibition above about 12%;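 also: human Keap1 Kelch domain with fluorescein labeled Nrf2 9mer peptide probe; 0% = neutral control wells and 100% = peptide positive control; higher means more block of Keap1 binding to Nrf2 peptide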
Target sequence (Q14145 whole entry, looked up, the tested form may be a part): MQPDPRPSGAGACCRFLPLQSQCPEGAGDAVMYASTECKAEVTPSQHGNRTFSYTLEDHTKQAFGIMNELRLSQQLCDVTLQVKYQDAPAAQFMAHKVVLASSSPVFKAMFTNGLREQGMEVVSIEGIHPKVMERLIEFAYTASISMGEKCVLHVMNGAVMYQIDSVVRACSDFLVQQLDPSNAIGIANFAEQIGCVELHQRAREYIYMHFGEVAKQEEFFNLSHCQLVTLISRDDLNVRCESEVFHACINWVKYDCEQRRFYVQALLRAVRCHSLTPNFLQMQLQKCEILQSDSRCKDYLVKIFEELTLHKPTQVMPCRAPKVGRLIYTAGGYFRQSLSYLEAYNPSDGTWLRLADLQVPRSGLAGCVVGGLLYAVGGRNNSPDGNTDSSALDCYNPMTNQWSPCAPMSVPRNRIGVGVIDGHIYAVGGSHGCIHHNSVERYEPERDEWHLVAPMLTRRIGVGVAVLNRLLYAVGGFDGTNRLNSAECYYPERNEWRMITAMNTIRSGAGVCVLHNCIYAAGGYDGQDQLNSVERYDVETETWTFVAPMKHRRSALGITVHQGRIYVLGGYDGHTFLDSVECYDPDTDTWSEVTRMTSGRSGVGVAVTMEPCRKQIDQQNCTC
MOR-DOR inv ag – inverse agonists of MOR-DOR heterodimerization, primary screen, cell-based, luminescence. Mu-type opioid receptor (Homo sapiens) + Delta-type opioid receptor (Homo sapiens), …. cell-based MOR-DOR heterodimer luminescence, inverse agonism. inhibition, % at 9.3 µM. 0.21% of 340,000 active. AID 504357, 2011; in the data active = inhibition above about 22%, passing the limit was not always enough;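 also: 0% = cells with DMSO and 100% = wells without cells with DMSO; values of inactives mirror those of a sister screen read the other way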
HTR5A ag – HTR5A agonists in luminescence cell assay, primary screen, counter-screen for OPRM1-OPRD1 heterodimer agonist project, full-deck HTS. 0.61% of 340,000 active. activation, % at 9.3 µM. cell-based. AID 504692, 2011; in the data active = activation mostly above about 9.5%, no sharp cut-off; inactive = mostly below about 7.6%;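 also: 0% = cells with vehicle only and 100% = reference agonist; strong numbers were not always called active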
Numbers without * were called inactive; nt = no result given.

SMILES,LANA DNA inh,Cardiac RTF inh,MOR-DOR ag,HTR5A inv ctr,CAL PDZ FP,RTF Ca sens act,V-ATPase pHluor,Keap1-Nrf2 PPI,MOR-DOR inv ag,HTR5A ag
NNc1nc2ccccc2c(=O)n1Cc1ccccc1,-2.7,-6,1.4,-4,0,-7,-4,0,-7,1
CCC(C(=O)Nc1cccc(C(F)(F)F)c1)c1ccccc1 (configuration not stated),-3.8,-11,7.5,-16,-4,-2,-2,-3,-41,6
COc1ccccc1N1CCN(C(=O)COc2ccc(Cl)cc2Br)CC1,-1.5,5,-1.4,-28,-4,-3,3,-4,8,8
CCOC(=O)N1CCN(S(=O)(=O)c2ccc(-n3cnnn3)cc2)CC1,1.9,-4,-2.3,-18,-4,0,1,3,12,2
O=C(C(Cl)c1ccccc1)N1CCCC1 (configuration not stated),0.0,5,-2.4,1,4,-8,-1,1,15,3
COc1ccc(NC(=O)c2ccc(-n3cccn3)nc2)c(OC)c1,-1.0,-6,-0.8,-12,2,6,-1,1,4,5
Cc1ccccc1Nc1nnc(-c2ccc(C(=O)NCCO)cc2)c2ccccc12,-1.3,-6,-1.4,-10,-2,-1,-3,-2,6,3
Cc1cc(C)nc(N2C(=O)CC(Cc3ccc(Cl)cc3)C2=O)n1 (configuration not stated),-1.3,3,-1.7,15,-1,-5,5,2,9,0
Cc1nccn1CCOc1ccc(Cl)cc1,1.8,-2,-2.9,-13,-22,2,-5,2,15,5
CC(C(=O)N(C)Cc1ccccc1)N1CCN(C/C=C/c2ccccc2)CC1 (configuration not stated),-0.8,-2,-0.4,5,5,-2,0,-2,2,-2
O=C(CNC1CCCCC1)Nc1cccc([N+](=O)[O-])c1,1.6,5,-2.0,-2,nt,5,0,-3,10,-5
COc1cc2c(cc1OC)C(COc1ccc(C(C)C)cc1)NCC2 (configuration not stated),-1.0,0,-1.4,-2,-9,-2,0,-6,7,1
CCc1nnc(NC(=O)CSc2nnc(C)n2-c2ccc(C)cc2)s1,-0.2,-2,1.4,-33,-3,-4,7,2,-8,-1
CCOC(=O)C1(Cc2ccc(OC)cc2)CCN(C(=O)c2csc(C)n2)CC1,-1.4,0,-0.6,0,2,-1,-1,2,3,6
Fc1ccc(CNC(=S)Nc2ccccc2Cl)cc1,2.6,-4,-1.3,2,0,-2,-2,-5,7,6
CN(C)C(=O)NC(Nc1cccc([N+](=O)[O-])c1)C(Cl)(Cl)Cl (configuration not stated),0.8,-2,-0.7,-5,4,-3,0,-2,5,2
COc1ccc(CCNC(=O)c2ccc(CN3CCC(Cc4ccccc4)CC3)cc2)cc1OC,1.4,-5,-0.5,3,-4,2,-4,5,3,-1
CS(=O)(=O)c1ccc(NS(=O)(=O)c2ccc(Cl)c(C(=O)NC3=NCCS3)c2)cc1,-2.5,-7,-1.8,10,-4,-3,-6,-1,9,-3
O=C(NCCCN1CCCC1=O)NC12CC3CC(CC(C3)C1)C2,-1.2,-2,-1.3,3,0,2,1,0,8,-1
Cc1ccc(C)c(S(=O)(=O)NCC(c2ccco2)N2CCc3ccccc3C2)c1 (configuration not stated),0.3,-1,2.9,6,-7,-8,-2,-2,-15,-3
COc1cc(/C=N/Nc2cc(C)nc(N)n2)ccc1O,-1.7,-1,-1.3,-2,-4,-4,0,-2,6,0
O=C(c1cc2nc(-c3ccccc3)cc(-c3ccccc3)n2n1)N1CCN(C(=O)c2ccco2)CC1,1.9,0,-3.3,0,-4,5,-3,0,19,0
Cc1nn(C)c(C)c1/C=N/NC(=O)CCn1cc([N+](=O)[O-])cn1,-0.8,2,-0.6,-2,-3,-1,3,-3,3,-1
COc1ccc(-n2ccnc(SCC(=O)NC3CCCCC3)c2=O)cc1,0.6,1,-3.3,3,-2,-1,3,-5,17,-1
COc1ccc(CNC(=O)[C@H](C)NC(=O)C2CCN(S(=O)(=O)c3ccc(C)cc3)CC2)cc1,-0.7,-5,-3.2,7,nt,1,-1,-4,15,-3
O=C(N/N=C\c1ccc(Br)cc1)c1ccc(Cn2cccn2)o1,3.3,-4,0.5,-2,-7,4,8,-5,-3,1
O=c1[nH]nc(SCc2nc3ccccc3s2)n1C1CC1,0.5,3,-2.9,6,nt,3,0,-2,14,6
O=C(c1ccco1)N1CCCC(c2ccccc2)C1 (configuration not stated),0.6,-19,-0.8,-19,-3,4,6,-6,4,-5
Clc1ccc(CSc2nnc3ccccn23)c(Cl)c1,-1.1,6,-2.7,-8,-3,-3,-2,-3,16,3
Cc1ccc(-c2cc(C(F)(F)F)n3nc(C(=O)Nc4ccon4)cc3n2)cc1C,-0.2,3,0.0,-5,-3,0,0,-2,0,2
O=C(NCc1cccc(CNC(=O)C(=O)NCC2CCCO2)c1)C(=O)NCC1CCCO1 (configuration not stated),-2.0,nt,nt,nt,7,nt,-1,-4,nt,nt
c1cnn(-c2nc(N3CCOCC3)nc(N3CCOCC3)n2)c1,0.0,-3,-0.1,-4,-7,-2,0,-4,0,1
Cc1ccc(C)c(Oc2ccc(S(=O)(=O)N3CCN(C)CC3)cn2)c1,0.2,-25,-1.2,-15,-9,2,-1,-4,8,5
O=C(OCc1nc2scc(-c3ccccc3)c2c(=O)[nH]1)c1cc([N+](=O)[O-])ccc1Cl,0.8,-13,3.0,8,3,6,0,-3,-14,-2
COC(=O)c1ccc(NC(=S)NNC(=O)c2ccccc2)cc1,0.5,-8,-3.2,-5,nt,3,-1,-5,17,-10
O=c1cc(CSc2ccccc2)nc(-c2ccccc2)[nH]1,-1.2,nt,nt,nt,-3,nt,3,-4,nt,nt
O=C(c1cc2n(n1)C(C(F)(F)F)CC(c1ccc(F)cc1)N2)N1CCCC1 (configuration not stated),-1.4,-5,0.8,-22,-1,-1,4,-1,-4,5
O=C(NCC(=O)N1CCCCCCC1)c1ccccc1Cl,-1.7,7,-0.5,-12,-8,-5,-4,-4,2,5
CCC1C(=O)N(c2nc(C)cc(C)n2)N=C1C (configuration not stated),0.8,-14,-1.0,-10,nt,1,-3,-1,5,0
COC(=O)c1nn(-c2ccccc2)c(=O)cc1Oc1ccc(Cl)cc1,-0.2,2,-2.3,-6,-5,0,3,2,11,2
O=C(Nc1cccc(N=Cc2cc(Cl)cc(Br)c2O)c1)c1ccco1,0.5,5,2.1,-21,-4,1,-8,0,-11,8
CCOC(=O)N1CCN(S(=O)(=O)N2CCCC(C(=O)NCCc3ccc(Cl)cc3)C2)CC1 (configuration not stated),2.2,0,-2.8,-15,-3,-2,-4,-2,14,4
O=C(COc1cccc2cccnc12)N/N=C/c1cccn1-c1ccc(F)cc1,0.0,3,1.9,-5,-7,3,4,-3,-10,-2
COc1cccc(-c2nc(-c3ccncc3)no2)c1,0.4,-10,1.1,11,-2,7,1,-2,-6,-3
CC1CCC(NC(=O)Cn2c(=O)[nH]c3ccsc3c2=O)CC1 (configuration not stated),-0.7,2,-2.4,-11,-2,2,-5,1,12,2

One compound at a time, from the list above. Values in the order: LANA DNA inh	Cardiac RTF inh	MOR-DOR ag	HTR5A inv ctr	CAL PDZ FP	RTF Ca sens act	V-ATPase pHluor	Keap1-Nrf2 PPI	MOR-DOR inv ag	HTR5A ag
COC(=O)c1ccc(NC(=S)NNC(=O)c2ccccc2)cc1 is entered as 0.5	-8	-3.2	-5	nt	3	-1	-5	17	-10
CC1CCC(NC(=O)Cn2c(=O)[nH]c3ccsc3c2=O)CC1 (configuration not stated) is entered as -0.7	2	-2.4	-11	-2	2	-5	1	12	2

New compounds follow.
SMILES,LANA DNA inh,Cardiac RTF inh,MOR-DOR ag,HTR5A inv ctr,CAL PDZ FP,RTF Ca sens act,V-ATPase pHluor,Keap1-Nrf2 PPI,MOR-DOR inv ag,HTR5A ag
CN(C)/C=C1\C(=O)N(c2ccc(F)cc2F)C(c2cccnc2)S1(=O)=O (configuration not stated),-8.6,-6,-2.8,-10,nt,2,-3,2,14,0
Cc1ccc(C)c(N2CCN(C(=O)CCc3nc(-c4cccc(F)c4)no3)CC2)c1,0.2,-7,-0.3,-6,-2,0,3,-4,2,2
O=C(CN(C(=O)CNS(=O)(=O)c1ccc(F)cc1)c1ccc(F)cc1)NCc1ccco1,-2.4,-11,0.8,1,-6,3,4,1,-6,0
Clc1ccccc1OCc1nc(-c2ccccn2)no1,-0.5,-1,-0.7,5,-6,7,10,-1,4,0
C[C@H](CO)N1C[C@H](C)[C@@H](CN(C)C)Oc2c(NC(=O)c3ccncc3)cccc2C1=O,0.4,-5,-3.4,1,-1,-5,-2,-3,19,-1
O=C(O)CC/C(=N\NC(=O)c1ccccc1Br)c1ccccc1,0.1,-10,-1.6,-9,1,6,1,0,9,-5
O=C(Nc1ccccc1O)c1ccc(Cl)cc1,-1.1,0,-2.1,-21,0,-3,1,-1,13,8
CCC(=O)O/N=C(\N)c1ccc(Oc2cc(C)c(Cl)c(C)c2)c([N+](=O)[O-])c1,-1.9,6,-1.8,5,10,3,-3,2,9,4
CCC(=O)N(Cc1cc2cc(OC)ccc2[nH]c1=O)c1ccc(C)cc1,-2.0,-2,-2.4,-6,-3,-12,-2,-4,11,2
COc1ccc(-n2c(=O)c3ccccc3n(CC(=O)Nc3cccc(OC)c3)c2=O)cc1,0.7,-5,-0.7,-10,-3,0,1,-3,3,-3
